High-throughput results (PubChem)
TGFb SMAD3 inh – inhibitors of TGF-b signaling | hit rate 1.2% among 410,000 | HepG2 CAGA-GFP TGF-b/SMAD3 reporter, GFP fluorescence, 18 h; TGF-beta stimulated, 500 pg/mL final | Potency, µM (titrated, usually from 46.1 µM), inactives show at the highest dose activity, negative = inhibition, hits mostly inhibitors; further: potency means the concentration at half of the fitted maximal effect; on the % scale 0 is the no-effect control and ±100 the full control effect; nearly all actives have a fitted effect of over 65% in size
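HEPG2 CAGA-GFP cells (1000/well, DMEM with 1% FBS) were pre-incubated 2 h at 37 degrees C, given compound by pin tool, then stimulated with TGF-beta at 500 pg/mL final for 18 h before per-cell GFP fluorescence imaging.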
A549 tox – A549 cytotoxicity, counter-screen for Nrf2 inhibitors; A549 ARE-Fluc cells, CellTiter-Fluor viability, 18-24 h; Potency, µM (top dose mostly 46 µM), for the others: top-dose activity change, negative = cytotoxicity, actives largely listed as inhibitors; hit rate 0.16% among 390,000; AID 504648; further: potency means the concentration at half of the fitted maximal effect; on the % scale 0 is the no-effect control and ±100 the full control effect
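A549 ARE_Fluc cells in 5% FBS OPTI-MEM were exposed to compounds in concentration-response for 18-24 h at 37 deg C. Viability was read by CellTiter-Fluor fluorescence (Ex 405/Em 525) after 30 min, before the luciferase read.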
HepG2 tox – kills HepG2 cells in TGF-b inhibitor counter-screen; HepG2 CAGA-GFP viability, ATP luminescence, 18 h; Potency, µM (series often up to 46.1 µM), for the others: at the top dose activity change, negative = cytotoxicity, usual class: cytotoxic; AID 588856; hit rate 0.76% among 410,000; further: potency means the concentration at half of the fitted maximal effect; some results filed as inactive show a strong effect at the top dose
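CellTiter-Glo luminescence gave cytotoxicity after 18 hours at 37 degrees C. The cells were HepG2 CAGA-GFP in 1% FBS DMEM, stimulated with 500 pg/mL TGF-beta after compound addition. %Activity was normalised to no-cell wells (complete cell-killing) and DMSO (no toxicity), and curves were fitted and classified.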
CCT chaperon mod – changes cytosolic chaperonin activity; purified chaperonin ATPase assay, HTRF ADP detection, 30 min; activity change, % (concentration not given with the values), hits read low; hit rate 0.3% among 360,000; AID 651819; in the data active means activity change below about -30%; further: on the % scale 0 is the no-effect control and ±100 the full control effect
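First, chaperonin was dispensed at 40 nM or 20 nM final depending on batch activity. Next, compounds were pinned at 76 uM and ATP added at 10 uM. After 30 min at 37 °C, ADP detection reagents ran 30 min at ambient temperature.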
Nrf2 block – Nrf2 pathway inhibition; A549 ARE-Fluc reporter, luciferase luminescence, 18-24 h; Potency, µM (highest dose often 46 µM), for the others: top-dose activity change, negative = inhibition, hits mostly inhibitors; hit rate 2.1% among 360,000; further: potency means the concentration at half of the fitted maximal effect; on the % scale 0 is the no-effect control and ±100 the full control effect; nearly all actives have a fitted effect of over 60% in size
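Nrf2 activity is the BugLite luminescence, read 15 min after reagent at room temperature, following CellTiter-Fluor cytotoxicity readout (30 min, 37C). Compound titrations were applied for 18-24 h to 5000 A549 ARE_Fluc cells/well in 5% FBS OPTI-MEM.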
Mm-Cpn inhibitor – inhibitors of Methanococcus maripaludis chaperonin (MmCpn) | hit rate 0.031% among 330,000 | Potency, µM (top dose mostly 76.9 µM), inactives show at the top dose activity, negative = inhibition, actives largely listed as inhibitors | purified Mm-Cpn ATPase, ADP Transcreener TR-FRET; further: potency means the concentration at half of the fitted maximal effect; on the % scale 0 is the no-effect control and ±100 the full control effect; nearly all actives have a fitted effect of over 80% in size
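25 nM Mm-CPN + cpd, 10 min 37°C; + 10 uM ATP, 30 min 37°C; buffer 30 mM Tris pH 7.4, 100 mM KCl, 5 mM MgCl2, 1 mM DTT; Transcreener ADP HTRF detection 30 min RT.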
Nrf2 ARE act – activators of Nrf2 (ARE) signaling. AREc32 ARE-luciferase reporter (MCF7-derived line), luminescence, 24 h. Potency, µM (top dose mostly 46.1 µM), inactives show top-dose activation, actives largely listed as activators. hit rate 0.31% among 410,000. AID 624171; further: potency means the concentration at half of the fitted maximal effect; % of control where 0% means no effect; nearly all actives have a fitted effect of over 65% in size
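Steps: seed AREc32_Fluc cells (1000/well, 5% FBS OPTI-MEM); incubate overnight at 37 deg C; add 23 nL compound; incubate 24 hr; add Steady-Glo; hold 30 min RT; read luminescence.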
S2 tox – reduces viability in counter-screen for ATXN expression inhibitors; Potency, µM (highest dose often 56.7 µM), usual class: cytotoxic; AID 651635; S2 cells (HEK-293 line with an ATXN2-luciferase reporter) viability, CellTiter-Fluor protease fluorescence, 24 h; hit rate 0.49% among 400,000; further: potency means the concentration at half of the fitted maximal effect; nearly all actives have a fitted effect of over 40% in size
pAkt inh – blocks phosphorylation of Akt; Neuro2A IGF-stimulated pAkt S473 HTRF, 20 min; hits give low values; activity change, % for hits at 50 µM; hit rate 0.32% among 360,000; in the data active means activity change below about -80%; inconclusive means mostly about -51% to -80%; further: on the % scale 0 is the no-effect control and ±100 the full control effect
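Single-point screen (50 µM final compound) in Neuro2A cells stimulated 20 min with 6 nM IGF at 37 deg C. After lysis, Ser473-phosphorylated Akt read by HTRF (ex 330 nm, em 615/665 nm) as the 665/615 ratio.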
Starred values were filed as active, the others as inactive; i = inactive; ? = inconclusive; . = no result given; & = joins results of further samples; [ ] = remark or other dose. Unless noted, the call rests on the fitted dose curve; in most records, active means well fitted curve in the direction sought with a large enough effect; inconclusive means small, poorly fitted or top-dose-only effect, or another doubt; inactive means no such curve, though single readings can be large; an effect the other way counts as inactive or inconclusive.

Every second line gives: TGFb SMAD3 inh	A549 tox	HepG2 tox	CCT chaperon mod	Nrf2 block	Mm-Cpn inhibitor	Nrf2 ARE act	S2 tox	pAkt inh
CCc1ccc(-c2ccc(C(=O)O)c(C)n2)cc1
    -3%	5%	-1%	2.3	?	0%	3.6%	i	i
CCOc1ccccc1N1CCN(C(=O)CNC(=O)c2sc3ccccc3c2Cl)CC1
    -1%	6%	-13%	1.7	-9%	0%	0.1%	i	i
Cc1cccc(C(=O)NCCN2CCCC2)c1
    0%	6%	1%	-1.6	2%	1%	0.2%	i	i
CCOC(=O)CCNC(=O)Nc1ccc2nc(C)n(Cc3ccccc3Cl)c(=O)c2c1
    5%	-7%	-16%	-2.8	-12%	0%	-0.4%	i	i
OCCC1CN(Cc2ccc(F)cc2)CCN1CCCc1ccccc1 (centres undefined)
    1%	2%	-36%	1.4	5%	1%	2.9%	i	i
Cc1ccc(CNC(=O)c2ccc3c(c2)nc(C)n3-c2cccc(F)c2)cc1
    -2%	0%	16%	.	.	.	-0.2%	.	.
CCOc1ccc(CNC(=O)C2CCN(c3nc4ccccc4nc3C(F)(F)F)CC2)cc1OC
    -25%	0%	-14%	.	23%	.	-0.4%	i	.
CCOC(=O)c1cc2occc2n1CC(=O)Nc1ccc(OC)cc1OC
    -16%	4%	-11%	-5.6	-5%	0%	0.3%	i	i
Cc1cc(C)cc(Cn2ncc(Cl)c(Cl)c2=O)c1
    ?	-4%	-65%	-15	5%	-10%	?	?	i
COc1ccc(NC(=O)N(C2CCCCC2)C2CCN(C(C)C)CC2)c(OC)c1
    0%	-7%	-2%	-3.3	8%	-1%	1.9%	?	i
COCCCN1C(=O)C(O)=C(C(C)=O)C1c1cccc(F)c1 (centres undefined)
    -1%	-12%	9%	0.6	-5%	-4%	0.4%	i	i
CN1C(=O)SC(Nc2ccccc2)C1=O (centres undefined)
    ?	-1%	-7%	-3.0	2%	0%	0.4%	i	i
COc1ccc(NCc2nn(CC(=O)c3ccc(Br)cc3)c3[n+]2CCCCC3)cc1
    0%	4%	-24%	-1.1	-3%	-2%	0.3%	?	i
COc1ccc(C(=O)NCc2cc(C)nc3ccccc23)cc1
    -3%	?	-23%	0.7	?	-2%	-0.4%	i	i
O=C(c1cc2cc(Cl)ccc2oc1=O)N1CCN(c2ccccn2)CC1
    7%	4%	8%	-3.2	5%	-1%	-0.4%	i	i
Cc1ccccc1CNC(=O)Cn1c(C)c2cnn(-c3ccccc3)c(=O)c2c1C
    .	0%	0%	.	?	.	3.2%	.	.
CCOC(=O)NC(=O)COC(=O)CCCc1nc2ccccc2s1
    10%	1%	5%	0.0	0%	3%	-0.6%	i	i
O=C(COC(=O)c1ccc(F)cc1F)Nc1ccc2[nH]c(=O)[nH]c2c1
    -11%	1%	-4%	-0.8	-3%	-1%	5.5%	i	i
COc1cccc(/C=C2\SC(=S)N(CCC(=O)NNC(=O)c3ccccc3OC)C2=O)c1
    10%	-1%	-5%	1.1	3%	0%	-0.8%	.	i
O=S(=O)(c1ccc(=S)[nH]c1)N1CCCCCC1
    1%	-1%	-3%	-1.0	8%	0%	-0.7%	.	i
FC(F)(F)c1cc(-c2ccco2)nc(NCc2ccccc2)n1
    0%	2%	4%	1.6	-19%	0%	?	i	i
COc1ccc2oc(C(=O)Nc3cccc(S(=O)(=O)N4CCOCC4)c3)c(C)c2c1
    -2%	2%	-24%	2.1	-1%	-22%	4.8%	?	i
C[N+](C)(CCCCCC[N+](C)(C)CCCN1C(=O)c2cccc3cccc(c23)C1=O)CCCN1C(=O)c2cccc3cccc(c23)C1=O
    -3%	2%	0%	-1.5	-15%	-5%	1.7%	i	.
Cc1ccc(C2=Nc3ccccc3N=C(c3ccco3)C2)c(O)c1
    0%	-6%	8%	-2.1	4%	2%	1.4%	i	-125%*
CSc1ccccc1C(=O)N1CCc2ccc(NC(=O)c3ccccn3)cc2C1
    -10%	.	10µM*	-0.1	.	.	4.6%	?	i
CCc1cc2c3c(c(=O)oc2cc1OC(C)C(=O)O)CCCC3 (centres undefined)
    -9%	15%	-38%	-0.6	4%	1%	1.8%	i	i
CCC(=O)Nc1cc(C)c(OC)c(C)c1
    -2%	3%	-12%	-2.1	11%	3%	0.5%	i	i
COc1cc(C2CC(=O)NC(SCC(=O)Nc3ccccc3C)=C2C#N)ccc1O (centres undefined)
    7%	-8%	18%	-0.2	.	-2%	0.1%	i	i
COc1ccc(C(=O)NNC(=O)c2cc(C)nc3ccccc23)cc1
    3%	-3%	-1%	0.0	3%	0%	-0.1%	i	i
COc1ccc(S(=O)(=O)N(CC(=O)N/N=C/c2ccccc2C(=O)O)c2ccccc2OC)cc1
    -1%	10%	2%	-1.6	4%	2%	-0.1%	i	i
Cc1ccc(-c2nc(N)sc2CC(=O)OCC(=O)N2C(C)CCCC2C)cc1 (centres undefined)
    -29%	-3%	-21%	-0.2	-6%	-12%	-1.0%	i	i
Cc1ccc2nc(N3CCN(C)CC3)c(C=O)c(=O)n2c1
    0%	0%	-3%	-3.0	0%	1%	0.3%	.	i
O=S(=O)(NC1=NCCCCC1)c1cc(F)ccc1F
    0%	1%	-6%	-0.4	15%	2%	-0.7%	i	i
O=C(Nc1cccc(NC(=O)c2cccs2)c1)c1ccco1
    23%	-2%	2%	-5.4	7%	-5%	?	i	i
COC(=O)c1sccc1NC(=O)C12CC3CC(CC(C3)C1)C2
    18%	6%	-6%	-0.5	0%	.	0.2%	i	?
Cc1ccc2sc(NC(=O)CSc3nc(C)cc(C)c3C#N)nc2c1
    -14%	10%	-65%	-3.9	.	0%	2.5%	i	i
O=C1Nc2ccccc2N=C(c2ccc3c(c2)OCO3)C1N(C(=O)c1ccc2ccccc2c1)C1CC1 (centres undefined)
    13µM*	.	0%	-4.2	.	.	5.6%	?	i
CN(C)c1ccc(C2/C(=C(/O)c3ccc(Br)cc3)C(=O)C(=O)N2C)cc1 (centres undefined)
    28%	1%	-12%	-2.3	-7%	-3%	0.4%	i	i
CCN(Cc1cc2cccc(C)c2[nH]c1=O)C(=O)c1ccccc1OC
    -1%	0%	-19%	0.3	-1%	1%	0.1%	i	i
CCc1ccccc1NC(=O)CN1CCN(CC(=O)Nc2cc(C)ccc2OC)CC1
    -21%	1%	-17%	-0.7	-29%	3%	-0.2%	?	i
CC(C)C[C@H]1CN=C(N(C)C)N1CCc1cccc(F)c1
    -11%	-2%	-20%	-2.3	4%	0%	-1.7%	i	i
COc1cc(/C=N/NC(=O)C(=O)N2CCCC2)ccc1O
    -1%	5%	3%	3.7	10%	1%	-0.6%	i	i
CCn1c(SCC(=O)Nc2ccc(NC(=O)c3ccco3)c(OC)c2)nc2ccccc2c1=O
    7%	4%	0%	-1.0	?	1%	0.2%	i	i
O=c1cc(N2CCN(Cc3ccccc3)CC2)[nH]c(=O)n1-c1cccc(C(F)(F)F)c1
    5%	10%	-5%	-1.1	10%	-7%	-0.3%	i	i
CCOc1ccc(-n2c(SCC(N)=O)nc3c([nH]c4ccccc43)c2=O)cc1
    -1%	-11%	-4%	0.1	?	0%	0.5%	i	i
CCCc1ccc(C(=O)NNC(=O)c2ccc(Br)cc2)cc1
    4%	4%	-2%	0.2	5%	0%	-0.8%	i	i
O=C(CCC1CCCC1)NCCS(=O)(=O)N1CCN(c2ccccc2)CC1
    -18%	-2%	5%	-3.4	-14%	0%	-0.3%	i	i
COCCNC(=O)C1(C)CCN(C(=O)C2(c3ccc(Cl)cc3)CCCC2)C1 (centres undefined)
    18%	.	-1%	-0.1	.	.	-0.6%[9.22 µM]	i	i
COc1ccc2c(c1)CCc1c(C(=O)NCc3cccnc3)noc1-2
    -6%	12%	1%	-0.1	-10%	0%	0.4%	i	i
Nc1ccc(S(=O)(=O)O)cn1
    ?	-5%&3%&13%	-8%&1%&-7%	0.0&-0.5&0.8	8%&4%&-13%	-2%&1%&-3%	0.2%&-0.3%&0.8%	i	i
CC1CCCN(C(=O)C2CCN(S(=O)(=O)c3cccs3)CC2)C1 (centres undefined)
    -3%	-1%	-6%	-4.7	?	-1%	-0.4%	i	i
COC(=O)C1=C(C(=O)OC)[C@@H]2N(C)c3ccccc3[C@@]23C[C@@H](C(=O)OC)N=C3N1
    1%	-2%	-17%	-0.1	3%	1%	0.1%	i	i
Cn1c(N)c(N2CCN(c3ccccc3)CC2)c(=O)[nH]c1=O
    7%	1%	-20%	-1.2	-11%	1%	-0.6%	i	i
Cc1c(C(=O)OCc2nc3scc(-c4ccccc4)c3c(=O)[nH]2)cccc1[N+](=O)[O-]
    -14%	-11%	-2%	-1.0	21µM*	-1%	-1.5%	i	i

Some of the entries so far, bar-delimited:
mol | TGFb SMAD3 inh | A549 tox | HepG2 tox | CCT chaperon mod | Nrf2 block | Mm-Cpn inhibitor | Nrf2 ARE act | S2 tox | pAkt inh
O=C(Nc1cccc(NC(=O)c2cccs2)c1)c1ccco1 | 23% | -2% | 2% | -5.4 | 7% | -5% | ? | i | i
Cc1ccc(C2=Nc3ccccc3N=C(c3ccco3)C2)c(O)c1 | 0% | -6% | 8% | -2.1 | 4% | 2% | 1.4% | i | -125%*
CCOc1ccccc1N1CCN(C(=O)CNC(=O)c2sc3ccccc3c2Cl)CC1 | -1% | 6% | -13% | 1.7 | -9% | 0% | 0.1% | i | i
